# ADAM17 inh: ADAM17 inhibitors, primary screen, biochemical, QFRET. Disintegrin and metalloproteinase domain-containing protein 17 (Homo sapiens), P78536. recombinant ADAM17, EDANS/DABCYL FRET peptide cleavage. inhibition, % at 6.95 µM. 370,000 tested, 0.83% active;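 active means inhibition above the mean of compounds lying between control limits plus 3 SD, set per campaign, cut at about 8.5% in these data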;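 further: 0% = DMSO-only wells as the low control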
# HGIII-sPLA2 inh: human group III sPLA2 inhibitors, primary screen, biochemical, QFRET, BODIPY PC-A2 liposome substrate; 370,000 tested, 0.56% active; QFRET BODIPY PC-A2 liposome hydrolysis, fluorescence; inhibition, % at 12.2 µM; Group 3 secretory phospholipase A2 (Homo sapiens), Q9NZ20;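 active means inhibition above mean plus 3 SD of compounds lying within the high and low control bounds, cut at about 19% in these data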;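 further: 0% = median of test compound wells and 100% = no enzyme DMSO wells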
# DAX1 inh-1: DAX1 (NR0B1) inhibitors, primary screen, cell-based, HEK293, Gal4-DAX1, luciferase luminescence | 340,000 tested, 0.99% active | HEK293 Gal4-DAX1 luciferase reporter | Nuclear receptor subfamily 0 group B member 1 (Homo sapiens), P51843 | AID 504766, 2011 | inhibition, % at 6.75 µM;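 active means inhibition above the mean over all tested compounds plus 3 SD, cut at about 4.2% in these data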;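 further: 0% = DAX1-transfected cells with DMSO and 100% = empty-vector control cells with DMSO; inhibition shows as a rise in luminescence from relieved DAX1 repression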
# ssDAF-12 act: S. stercoralis DAF-12 nuclear receptor activators, primary screen, cell-based, luminescence, HEK293, GRIP1 co-expression, lit1-tk-luc; Nuclear hormone receptor DAF-12 (Strongyloides stercoralis); HEK293 ssDAF-12/GRIP1 lit1-tk-luc reporter; % of 3 µM dafachronic acid response; activation, % at 6.8 µM; 370,000 tested, 1% active; AID 652126, 2013;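 active means activation above the mean over all tested compounds plus 3 SD, cut at about 0.9% in these data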;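 further: 0% = DMSO-only wells and 100% = 3 µM delta7-dafachronic acid wells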
# hgDAF12 agonist: H. glycines DAF-12 receptor agonists, primary screen, cell-based, luminescence, HEK293, GAL4 fusion, UAS-luciferase; Nuclear hormone receptor DAF-12 (Heterodera glycines), GAL4 fusion; HEK293 GAL4-hgDAF12 UAS-luciferase reporter, agonist luminescence; normalized to butyrate control; activation, % at 6.8 µM; 370,000 tested, 1.8% active;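 active means activation above a cutoff set at the mean of all screened compounds plus 3 SD, cut at about 10% in these data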;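 further: 0% = DMSO wells and 100% = sodium butyrate wells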
# hcDAF12 agonist: H. contortus DAF-12 nuclear receptor activators, primary screen, cell-based, luminescence, HEK293, lit1-tk-luc reporter | AID 652067, 2013 | 370,000 tested, 1.4% active | activation, % at 6.8 µM | HEK293 hcDAF-12 lit1-tk-luc reporter; 0% DMSO, 100% Δ7-dafachronic acid;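 active means activation above the mean of all tested compounds plus 3 SD, cut at about 5.5% in these data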;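 further: 100% = response to 3 µM Δ7-dafachronic acid high control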
# FXN GAA850 act: FXN promoter activators, primary screen, cell-based, luciferase luminescence, HEK293 lucGAA850. HEK293 lucGAA850 FXN promoter luciferase reporter, 24 h; percent of 10 µM SAHA response. activation, % at 6 µM. 360,000 tested, 0.56% active. AID 540364, 2011;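 active means activation above the average of all compounds screened plus 3 SD, cutoff fixed separately per campaign, cut at about 7.5% in these data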;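 further: 0% = DMSO wells and 100% = 10 µM SAHA wells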
# ADAM10 inh: human ADAM10 inhibitors, primary screen, biochemical, QFRET, HTS; Disintegrin and metalloproteinase domain-containing protein 10 (Homo sapiens), O14672; recombinant ADAM10, EDANS/DABCYL FRET peptide cleavage, 3 h; inhibition, % at 7 µM; 370,000 tested, 0.62% active; AID 720582, 2013;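 active means inhibition above a per-campaign cutoff equal to the mean of compounds falling between control-based bounds plus 3 SD, cut at about 20% in these data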;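 further: 0% = DMSO wells while the 100% control is not disclosed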
# PLC-beta3 inh: human PLC-beta3 inhibitors, primary screen, biochemical, fluorescence; inhibition, % at 12.2 µM; 1-phosphatidylinositol 4,5-bisphosphate phosphodiesterase beta-3 (Homo sapiens), Q01970; Purified PLC-beta3, fluorogenic substrate; 370,000 tested, 0.18% active; in the data active means inhibition above about 11%;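 further: 0% = median of compound wells on plate and 100% = full blocker control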
# PLC-gamma1 inh: PLC-gamma1 enzyme inhibitors, primary screen, biochemical, fluorescence, purified enzyme; 1-phosphatidylinositol 4,5-bisphosphate phosphodiesterase gamma-1 (Homo sapiens), P19174; fluorogenic substrate; inhibition, % at 12.2 µM; 370,000 tested, 0.84% active; in the data active means inhibition above about 9.5%
# Target sequence (P19174 whole entry, looked up): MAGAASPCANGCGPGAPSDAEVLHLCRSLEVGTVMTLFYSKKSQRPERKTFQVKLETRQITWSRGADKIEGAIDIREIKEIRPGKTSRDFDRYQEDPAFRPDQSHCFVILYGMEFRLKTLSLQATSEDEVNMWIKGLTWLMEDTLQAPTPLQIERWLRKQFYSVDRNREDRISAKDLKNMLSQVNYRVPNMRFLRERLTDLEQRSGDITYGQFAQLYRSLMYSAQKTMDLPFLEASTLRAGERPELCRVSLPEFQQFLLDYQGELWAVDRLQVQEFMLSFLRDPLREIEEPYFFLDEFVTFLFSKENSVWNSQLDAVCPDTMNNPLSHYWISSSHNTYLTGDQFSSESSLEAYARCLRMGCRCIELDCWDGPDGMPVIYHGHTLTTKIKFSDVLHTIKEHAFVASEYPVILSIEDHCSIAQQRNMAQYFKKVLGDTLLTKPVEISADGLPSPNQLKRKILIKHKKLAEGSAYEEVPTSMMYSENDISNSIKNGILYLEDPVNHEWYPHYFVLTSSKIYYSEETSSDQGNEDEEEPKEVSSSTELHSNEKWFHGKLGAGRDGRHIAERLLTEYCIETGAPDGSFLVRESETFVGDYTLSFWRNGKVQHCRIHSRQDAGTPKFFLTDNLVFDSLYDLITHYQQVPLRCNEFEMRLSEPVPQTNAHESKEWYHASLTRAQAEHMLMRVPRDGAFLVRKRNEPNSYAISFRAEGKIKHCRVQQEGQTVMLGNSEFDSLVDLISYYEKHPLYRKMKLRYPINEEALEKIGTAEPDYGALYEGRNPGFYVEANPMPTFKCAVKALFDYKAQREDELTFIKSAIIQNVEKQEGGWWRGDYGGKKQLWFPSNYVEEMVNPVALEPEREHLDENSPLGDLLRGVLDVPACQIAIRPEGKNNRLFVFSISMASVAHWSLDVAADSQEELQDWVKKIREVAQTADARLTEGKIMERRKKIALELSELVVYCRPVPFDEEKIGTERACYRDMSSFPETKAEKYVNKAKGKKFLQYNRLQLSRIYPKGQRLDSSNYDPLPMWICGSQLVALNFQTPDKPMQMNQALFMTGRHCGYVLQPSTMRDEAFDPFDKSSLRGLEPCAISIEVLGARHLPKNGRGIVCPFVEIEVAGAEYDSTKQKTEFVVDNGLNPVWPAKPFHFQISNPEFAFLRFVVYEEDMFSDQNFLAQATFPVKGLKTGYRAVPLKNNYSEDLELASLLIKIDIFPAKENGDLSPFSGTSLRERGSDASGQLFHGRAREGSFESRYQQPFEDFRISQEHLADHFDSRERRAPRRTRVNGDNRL
# DAX1 inh-2: DAX1 (NR0B1) inhibitors on StAR promoter, primary screen, cell-based, luminescence, SF-1 (NR5A1), full-length DAX-1; 370,000 tested, 1.1% active; AID 652010, 2013; HEK293T StAR-luciferase reporter, SF-1/DAX-1 repression relief; inhibition, % at 6.8 µM;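 active means inhibition above the mean over all tested compounds plus 3 SD, cut at about 3.6% in these data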;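 further: 0% = DAX-1 cells with DMSO and 100% = cells lacking DAX-1 with DMSO; higher inhibition means more luminescence from relief of DAX-1 repression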
# * = called active by the depositor; i = inactive; . = not tested or not shown.
SMILES,ADAM17 inh,HGIII-sPLA2 inh,DAX1 inh-1,ssDAF-12 act,hgDAF12 agonist,hcDAF12 agonist,FXN GAA850 act,ADAM10 inh,PLC-beta3 inh,PLC-gamma1 inh,DAX1 inh-2
CC(NC(=O)C(C)(C)C)c1nc2ccccc2n1C (centres undefined),-4,3,-0.5,-0.7,4.1,-1.1,-1.0,-2,1,1,1.7
COC(=O)[C@@H](Cc1ccccc1)NS(=O)(=O)N[C@H](Cc1ccccc1)C(=O)OC,-4,3,-0.7,-1.1,-1.5,-1.9,-1.6,1,1,0,0.4
C=CCSc1nnc2c(n1)OC(c1cccnc1)Nc1ccccc1-2 (centres undefined),-7,4,-0.5,0.0,5.2,1.6,2.3,-3,-2,-6,0.4
CCc1nc(N2CCCC2)c(C#N)c2c1CCCC2,-9,3,0.6,0.3,3.9,-2.0,3.6,-26,-10,-6,0.8
Cc1[nH]nc2cn[nH]c12,-3,0,-0.1,-0.5,1.0,-0.8,0.8,-6,3,0,-0.7
COCCCNc1nccn2ccnc12,2,2,.,-1.0,-0.3,-0.9,2.0,-13,2,1,0.2
O=C(NCC(c1ccco1)N1CCOCC1)c1c(F)cccc1F (centres undefined),-4,2,2.2,-1.2,-1.1,-1.3,-0.1,-6,-8,4,0.5
Cc1onc(-c2ccccc2)c1C(=O)Nc1ccc(N2CCOCC2)cc1,-3,0,0.6,-0.9,-1.5,-1.0,-2.4,0,1,3,0.5
Cc1ccccc1NS(=O)(=O)c1ccc(OCC(=O)N2CCCC2)cc1,-3,-2,-0.8,-1.3,-0.1,-0.7,1.4,4,0,0,1.2
Cn1c(N)c(C(=O)COC(=O)C2=NNC(=O)CC2)c(=O)n(C)c1=O,-4,6,0.3,-1.1,-0.4,0.8,0.5,0,-7,-2,0.3
Cc1[nH]c2ccccc2c1SCc1ccccc1,6,-5,-0.5,-1.0,0.5,1.2,15*,2,-4,1,0.4
COC(=O)NNC(=O)c1ccc(C(C)(C)C)cc1,5,-2,-0.1,-1.1,3.8,0.0,0.5,4,5,3,0.8
O=C(NCCSc1ccccn1)c1ccc(Cl)cc1,-4,1,1.2,0.4,21*,5.2,3.3,-12,-1,0,4.5*
O=C(CN(Cc1ccccc1)C(=O)CNS(=O)(=O)c1ccccc1)NCC1CCCO1 (centres undefined),0,1,0.2,-1.2,0.3,0.5,0.4,0,-5,-2,-0.5
Cc1nc(N2CCN(C)CC2)c2cc(-c3ccccc3)sc2n1,-6,-5,0.0,-1.8,-1.4,-1.6,2.6,-11,-9,-1,0.3
Cc1nc2ncnn2c(C)c1CCC(=O)N1CCc2ccccc2C1,1,5,-0.1,-1.8,2.1,0.1,0.1,2,4,3,0.4
COc1ccc2sc(NC(=O)NC(=O)c3c(Cl)cccc3Cl)nc2c1,-1,8,0.4,-1.2,2.8,0.9,2.3,10,-9,3,1.2
Nc1nc2nc(-c3ccccc3)cc(=O)n2[nH]1,-7,4,-1.9,-1.1,3.6,-1.5,-0.7,-20,-8,-7,0.2
CCCc1cc(=O)[nH]c(SCC(=O)Nc2ccc(N3CCCCC3)cc2)n1,-3,-14,0.2,-1.3,-2.8,-1.4,-0.6,-6,-5,-2,-0.5
O=C(CN1C(=O)c2ccccc2C1=O)N(CCO)Cc1ccccc1,-2,10,2.5,-0.7,2.2,-0.2,1.5,0,-6,-1,0.3
CC(C)Oc1ccc(CC(=O)NNC(=S)Nc2ccccc2)cc1,8,29*,1.8,-2.0,1.2,-0.6,2.3,27*,0,4,-0.6
CSCCCNC(=S)N1CCN(c2ccc(C(C)=O)cc2)CC1,0,4,-1.4,-1.4,4.0,-1.5,2.5,-11,-6,-7,-0.5
COc1ccc(C(=O)C2CCCN(C(=O)Cn3ccc(C)n3)C2)cc1OC (centres undefined),-4,2,1.4,-1.1,-2.3,0.1,3.3,-7,-5,3,-0.3
COC(=O)C1=C(C)N(CCCC(=O)O)C(=O)NC1c1ccccc1OS(=O)(=O)c1ccccc1[N+](=O)[O-] (centres undefined),-2,4,-0.6,-1.3,-0.4,-0.9,0.7,-6,0,2,0.0
Cc1ccc(S(=O)(=O)Nc2c(O)c3ccccc3oc2=O)cc1,-1,-2,0.5,-0.8,0.6,1.8,-1.6,-1,-6,-1,0.0
Cc1cc(CC(C)C)n(-c2nc3ccccc3c(=O)n2OCC(=O)N(C)C)n1,-5,6,0.4,-1.2,-2.6,-1.4,1.3,-12,1,-1,-0.2
O=C(NCc1ccco1)c1sc2ccccc2c1Cl,0,-15,1.1,-0.6,2.0,-1.7,4.3,1,2,3,0.1
COC(=O)C1=C(C)NC(C)=C(C(=O)OC)C1c1ccc(OC(=O)c2ccco2)cc1,-25,-17,2.1,-1.1,1.3,0.1,-0.2,-82,-86,-68,-0.2
CS(=O)(=O)O/N=C1\CCCCC1c1ccc([N+](=O)[O-])cc1[N+](=O)[O-] (centres undefined),-3,3,1.1,-0.5,0.4,-1.7,1.9,-9,-5,5,-0.4
CC1(C(=O)Nc2ccc3c(c2)OCCO3)CCN1C(=O)Cc1ccc(-c2ccccc2)cc1 (centres undefined),2,-20,.,-1.8,-7.2,-4.4,-4.7,11,3,2,-2.8
COCOCCn1cc(CN2CCS(=O)(=O)N(Cc3ccc(-c4ccc(OC)c(OC)c4)cc3)C(CC(C)C)C2=O)nn1 (centres undefined),2,-32,-1.4,-1.8,-4.7,-3.8,-1.9,7,-2,0,0.2
CC(C)(C)C(=O)Nc1cc(S(=O)(=O)N2CCCCC2)ccc1N1CCCCC1,-2,0,-0.2,-0.9,-0.2,2.4,2.0,4,-5,4,0.4
COc1ccccc1NC(=O)CCNS(=O)(=O)c1ccc2c(c1)CCN2C(C)=O,-2,6,-0.1,-1.3,-0.1,-1.1,-0.6,5,-5,0,-1.3
C=CCOc1ccc(/C=C2\SC(=S)N(CCC(=O)O)C2=O)cc1,-5,7,-6.6,-3.9,-14,-8.3,-15,1,-8,-1,-1.6
CC(C)C(O)P(=O)(OCc1ccccc1)c1ccc(N(C)C)cc1 (centres undefined),2,-3,0.9,-1.7,-0.8,0.6,-1.1,1,4,1,0.5
COc1ccc(CCn2nnnc2C(c2ccc(Cl)cc2)N2CCN(C)CC2)cc1OC (centres undefined),-2,7,-0.5,-0.6,2.9,-1.1,-0.8,-5,-2,-3,-0.4
Cc1ccc(CC(=O)NCCS(=O)c2ccc(Cl)cc2)cc1 (centres undefined),-2,3,-0.4,-1.5,-2.5,-0.5,2.2,-3,2,4,0.4
CCc1[nH]c(C)c(C(C)=O)c1C,4,10,-1.3,-1.6,-0.2,-0.1,3.1,-13,-9,-3,-0.1
O=C(Nc1cccc(C(F)(F)F)c1)C1CC(=O)N(CCc2ccccc2)C1 (centres undefined),0,4,0.3,-1.4,0.0,-1.0,0.4,-4,-10,-4,0.5
Cc1nc(-c2cccc(NC(=O)c3ccc(Br)o3)c2)cs1,2,-9,-0.1,-0.6,2.9,-0.6,0.4,0,-6,1,0.7
CC(=O)NCCc1nc2cc(NC(=O)c3ccc([N+](=O)[O-])cc3)ccc2n1C,0,3,1.5,-0.9,5.6,1.3,2.4,-2,4,3,0.6
O=C(O)CN1C(c2ccccc2)=Nc2ccc(Br)cc2C1c1ccccc1 (centres undefined),-2,2,0.6,0.0,0.3,-1.4,1.4,-3,-3,0,0.2
O=C(CCc1c[nH]c2ccccc12)Nc1ccc(Oc2cccnc2)cc1,0,-34,.,-1.3,0.2,-0.5,.,-2,-1,-1,-0.1
Cc1cccc(OCC(=O)N2CCN(C(=O)Cc3ccccc3)CC2)c1,0,-3,-0.1,-1.2,-1.0,0.4,-0.2,8,1,-1,-0.8
OCc1nnn(-c2ccccc2)c1CO,-3,-1,-1.1,-0.8,-2.7,-1.1,3.0,-29,-3,0,0.0
C[C@H](NC(=O)c1[nH]cnc1C(=O)Nc1ccccc1F)c1ccccc1,4,-12,0.7,-1.1,2.1,-2.4,0.5,9,-3,-4,0.1
CCC(CC)Nc1ccc(C(CC(N)=O)NC(=O)Cc2cccc3ccccc23)cc1[N+](=O)[O-] (centres undefined),-1,-1,1.1,-1.1,-0.2,-1.1,-1.0,4,0,3,-0.2
Cc1ccc(NC(=S)NCc2ccc(Cl)cc2)c(C)c1,1,15,0.6,-1.5,1.6,0.2,1.6,16,-1,11*,-0.3
O=C(CN1C(=O)COc2ccccc21)NCCCN1CCCC1,-2,4,0.0,-1.4,1.1,-0.5,-0.6,-6,-12,-3,-0.1
O=C1Nc2ccc(C(=O)O)c(O)c2C1=O,0,-5,-0.6,-0.8,-2.9,-0.2,-2.7,-9,3,0,-0.1
CCCCn1c(N)c(N(CCOC)C(=O)c2ccc(S(=O)(=O)N3CCCCCC3)cc2)c(=O)[nH]c1=O,-9,6,1.5,-0.9,-2.4,-0.6,1.0,-12,-6,-3,0.9
Cc1c(NC(=S)NC(=O)c2cc3ccccc3o2)cccc1C(=O)O,1,7,1.8,-0.3,4.2,3.5,5.5,-12,-8,3,6.8*
COc1cccc(CN(C(=O)/C=C/c2ccc(Cl)cc2)C2CCS(=O)(=O)C2)c1 (centres undefined),1,4,-0.1,-1.6,-2.1,-0.3,0.4,0,-1,3,0.2
O=C(c1ccc(F)cc1)N1CCC(N2CCCCCC2)CC1,-1,4,1.4,-1.0,0.6,1.4,0.3,5,7,7,-0.3
O=c1oc2ccccc2cc1-c1cn2cccnc2n1,-113,5,0.9,0.3,14*,4.0,2.9,i,i,i,4.1*

# Compound activity: PubChem BioAssay, The Scripps Research Institute Molecular Screening Center
